# Source: PubChem
# 14-3-3g Raf: modulators of human 14-3-3 gamma - Raf peptide interaction; P61981; AID 422; 0.19% of 160,000 active; FP, 14-3-3gamma / TMR-pS259-Raf peptide binding; inhibition, % at 40 µM; in the data active = inhibition above about 30%;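 note: 0% = protein plus tracer without compound and 100% = blank with tracer alone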
# Target sequence (P61981 whole entry, looked up): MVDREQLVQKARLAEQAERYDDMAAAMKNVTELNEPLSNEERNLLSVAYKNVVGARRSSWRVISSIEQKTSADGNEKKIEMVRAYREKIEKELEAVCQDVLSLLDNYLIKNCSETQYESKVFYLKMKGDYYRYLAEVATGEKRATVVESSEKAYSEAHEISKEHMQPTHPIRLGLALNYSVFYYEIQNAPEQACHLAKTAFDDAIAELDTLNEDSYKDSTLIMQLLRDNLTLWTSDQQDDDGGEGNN
# Active calls of the source: *; & = joins results of further samples.
SMILES,14-3-3g Raf
N#Cc1cccc(NC(=O)CCc2nc(-c3ccccc3F)no2)c1,0
COc1ccc(N2CCN(C(=O)CCS(=O)(=O)c3ccccc3)CC2)cc1,-3
COC(=O)c1ccc(C)c(NC(=O)Cc2coc3cc(OC)ccc23)c1,-1
NC(=O)C1(N2CCCCC2)CCNCC1,0
COCCn1c(N2CCN(c3ccc(OC)cc3)CC2)nc2c1c(=O)[nH]c(=O)n2C,-1
COc1cc2c(cc1OC)C(COc1ccc3c(C)cc(=O)oc3c1)N(C(=O)c1cc(Cl)ccc1OC)CC2 (centres undefined),-2
O=C(Nc1c(F)c(F)c(F)c(F)c1F)NC1CCCCC1,11
O=c1ccn(C2CC(O)C(CBr)O2)c(=O)[nH]1 (centres undefined),-14
Cc1cccc2nc(CSc3nnnn3-c3ccccc3)cn12,-5
O=C(NCCN1CCOCC1)N1CCOCC1,-6
CC1(C)Cc2c(C#N)c(N3CCCC3)nc(-c3ccco3)c2CO1,-7
Cc1csc(SCc2nc3sc4c(c3c(=O)[nH]2)CCC4)n1,-10
CC1=C(C(=O)OC(C)C)C(c2ccc(C(C)C)cc2)NC(=O)N1 (centres undefined),0
O=C(CCNS(=O)(=O)c1ccc(Cl)cc1)NCc1ccccc1Cl,-12
O=C(NCCCn1ccnc1)c1cc(-c2ccc(Br)cc2)on1,-14
COc1cc2c(cc1OC)C(C(=O)NCCCN1CCN(C)CC1)C(c1ccccc1F)N(C)C2=O (centres undefined),1
O=C(O)CCc1ccc(-c2ccccc2)n1CC1CCCO1 (centres undefined),-7
COCCNC(=O)C1CCC(=O)N(c2ccc(OC)cc2)C1c1ccc(F)cc1 (centres undefined),-7
CCC(Sc1nc(C)cc(C)n1)C(=O)N1c2ccccc2Sc2ccccc21 (centres undefined),-6
CC1=C(C(=O)Nc2ccc(Cl)cc2)C(c2ccc(C(C)C)cc2)NC(=O)N1 (centres undefined),-7
N#CC1C(=O)NC(=O)C([n+]2ccccc2)C1c1ccc(Br)cc1 (centres undefined),-5
Cc1c(Cl)ccc2c1NC(=O)C21NC(CCC(N)=O)[C@H]2C(=O)N(c3ccc(Cl)cc3)C(=O)[C@H]21 (some centres undefined),-17
CCCN(CCC)C(=O)c1cn(CC)c2nc(C)ccc2c1=O,-4
COCCNc1nc2c(c(=O)n(C)c(=O)n2C)n1Cc1cccc(F)c1,-7
Cc1ccc(N2CC(C(=O)Nc3cccc(C)c3C)CC2=O)cc1 (centres undefined),5
COc1ccc(OC)c(C2NC(=O)NC(C)=C2C(=O)Nc2ccc(C)cc2C)c1 (centres undefined),-4&3
CNC(=O)C(=O)NCCc1ccc(Cl)cc1,-3
COc1ccc(N=Cc2cc(Cc3ccccc3Cl)ccc2O)cc1OC,-6
O=C1CN(C(=O)COc2ccc3ccccc3c2)C(c2ccc(F)cc2)c2cc(Br)ccc2N1 (centres undefined),-41
c1nc(N2CCCCC2)c2[nH]cnc2n1,-3
CC1=NN(C(=O)c2csc(C(C)C)c2)C(O)(C(F)F)C1 (centres undefined),6
O=C1OC/C(=C(\O)c2ccc(Br)cc2)C1=O,-6
COc1ccc(OCCSc2nnc3sc4ccccc4n23)cc1,-1
CCOC(=O)Cc1[nH]nc2c1C(C1C=CCCC1)C(C#N)=C(N)O2 (centres undefined),-4
Cc1ccc(C)c(NC(=O)CS(=O)(=O)c2cn(Cc3ccc(F)cc3)c3ccccc23)c1,-6
CCOC(=O)C1=C(C)NC(C)=C(C(=O)OCC)C1c1ccccc1Cl,0
COc1cc2c(cc1OC)C(C(=O)N1CCN(c3ccccn3)CC1)C(c1ccc(SC)cc1)N(C)C2=O (centres undefined),-3
COc1ccc(C(=O)Nc2nc(C)c(C(=O)N(C)C)s2)cc1OC,-6
Cc1ccc(C2CC(=O)C3=C(C2)Nc2ccccc2NC3c2ccccc2Cl)cc1 (centres undefined),-8
O=[N+]([O-])c1ccc(O)c(C=Nc2ccccc2-c2nc3ccccc3s2)c1,4
O=C(Nc1nccs1)c1ccc(S(=O)(=O)N2CCCCC2)cc1,-4
O=C(Nc1ccccc1F)c1ccc(Cl)cc1,-14
O=C(c1cn(-c2ccccc2)nc1-c1ccncc1)N1CCCCC1,-11
CCc1n(CC)c2ccccc2[n+]1CC(O)COc1ccc(OC)cc1 (centres undefined),-11
O=C(c1coc(=O)c2ccccc12)N1CCN(Cc2ccccc2)CC1,-5&5
CCN(CC)S(=O)(=O)c1ccc(-c2nnc(SCC(=O)Nc3ccc4c(c3)OCO4)o2)cc1,-6
CSC1=NCCN1C(=O)c1c(F)cccc1Cl,-1
Cc1cnc(C(=O)Nc2ccc(N3CCN(C(=O)OC(C)(C)C)CC3)cc2)cn1,-8
CCOc1cc2c(cc1OCC)C1C(C(=O)N3CCN(c4cc(Cl)ccc4C)CC3)c3ccccc3C(=O)N1CC2 (centres undefined),3
O=C(C1CC1c1ccccc1)N1CCN(c2cccc(Cl)c2)CC1 (centres undefined),7
CCOC(=O)C1=C(C)NC(C)=C(C(=O)OCC)C1c1ccc2c(c1)OCO2,-7
O=C(CSc1nc2ccccc2c(=O)n1CCN1CCOCC1)c1ccccc1,2
Cc1ccc(C(=O)Nc2sc3c(c2C#N)CCCC3)cc1S(=O)(=O)N1CCCCC1,-38
CCc1cccc(C)c1NC(=O)CSc1nnnn1-c1ccccc1,3
O=C(Nc1ccc(N2CCOCC2)c(C(F)(F)F)c1)c1cccc(Oc2ccc(C(F)(F)F)cc2[N+](=O)[O-])c1,-10
CCOC(=O)Cn1c(=N)n(CCOc2cccc(C)c2)c2ccccc21,-4&-4
O=C(c1cc(-c2ccc(F)cc2)on1)N1CCN(c2ccccc2)CC1,-4
COc1ccc(-c2nc(NC(=O)CSc3nnc(C)s3)ns2)cc1,-18
O=C1CC(c2cccc(F)c2)C2=C(CCCC2=O)N1 (centres undefined),-1
CCc1cc2c(=O)n(C(C)C(=O)OC3CCCCC3)cnc2s1 (centres undefined),-4

# More results
SMILES,14-3-3g Raf
c1ccc(Cc2nnc3n2CCCCC3)cc1,13
O=C1C2C(c3ccc(Br)cc3)OC3(C(=O)c4ccccc4C3=O)C2C(=O)N1c1ccccc1C(F)(F)F (centres undefined),-3
CC(C)n1c(N2CCN(C(=O)N3CCCCC3)CC2)nc2ccccc21,2
CC1CCN(c2nc(-c3cccs3)cc(C(F)(F)F)n2)CC1,-3
CC(C)c1[nH]nc2c1C(c1cccnc1)C(C#N)=C(N)O2 (centres undefined),-2
CN(C)c1cccc(C(=O)Nc2cccc(F)c2)c1,-10
COC(=O)C1=C(NC(=O)c2ccc(OC)cc2OC)CCS1,3
O=C(CSc1nc2ccccc2[nH]1)NCCCn1ccnc1,13
COc1ccc(-c2nnn(CC(=O)OC3CCCCC3)n2)cc1OC,2
COC(=O)C1C(=O)C2=C(CC1C)NC(C)=C(C(=O)OC(C)C)C2c1cccc(Cl)c1 (centres undefined),2
CC(C)CCN1C(=O)c2ccc(C(=O)Nc3c[nH]c(=O)[nH]c3=O)cc2C1=O,-1
Cc1ccc(N2C(=O)CC(N3CCN(C)CC3)C2=O)cc1 (centres undefined),0
CCOc1ccccc1C1Oc2nc(SC)nnc2-c2ccccc2N1C(C)=O (centres undefined),-1
CCN1CCN(CC(=O)Nc2cccc(C)c2C)C(=O)C1=O,3
COc1cccc(C2C(C#N)=C(N)Oc3cc(C)n(Cc4ccccn4)c(=O)c32)c1OC (centres undefined),-2
O=C(O)c1cccc(NC(=O)c2cc3ccccc3o2)c1,-37
CCCCN(CCCC)Cc1c(C)[nH]c2c(C)c(C)ccc2c1=O,-8
CCOc1ccc2nc(SCc3ccc(OC)c(C(=O)N4CCOCC4)c3)sc2c1,-4
COc1cc(-c2nnc3sc(-c4ccncc4)nn23)cc(OC)c1OC,-16
Cc1cccc(N(CC(=O)NCc2ccncc2)S(=O)(=O)c2ccccc2)c1C,13
Cc1nccn1CC(O)COC1CCCCC1 (centres undefined),1
O=C(CN1CCN(c2ccc(F)cc2)CC1)Nc1ccc2c(c1)OCO2,-6
CC(=O)c1cc2c(cc1NS(=O)(=O)c1ccc3c(c1)OCCO3)OCO2,-1
COc1cc(OC)cc(C(=O)NCc2cccnc2)c1,-4
Cc1ccc(S(=O)(=O)NCc2ccncc2)cc1,-3
CC(=O)c1c(C)nn2c3ccccc3n(CC(=O)O)c12,10
CC(C)n1c(-c2ccco2)csc1=Nc1cccnc1,-9
COc1cc(OC)cc(C(=O)Nc2ccc(NC(C)=O)cc2)c1,-7
O=C(Nc1cccc(Cl)c1)N1CCN(Cc2ccccc2)CC1,2
CC(C)(C)NS(=O)(=O)c1ccc2nc(-c3ccccc3)[nH]c2c1,1
c1cncc(-c2nc3cc(Cc4ccc5oc(-c6cccnc6)nc5c4)ccc3o2)c1,2&-9
CCC1Oc2ccccc2N(CC(=O)NCCc2ccc(OC)c(OC)c2)C1=O (centres undefined),-8
O=C(Nc1sc2c(c1C(=O)Nc1cccc3ccccc13)CCC2)c1ccc(Br)cc1,-29
Cc1cccc(C)c1NC(=O)C(Cc1ccccc1)N1C(=O)c2cccc([N+](=O)[O-])c2C1=O (centres undefined),2
O=C(c1ccc(Cl)cc1)N1N=C(c2cccc([N+](=O)[O-])c2)CC1(O)C(F)(F)F (centres undefined),1
CCOC(=O)C1=C(C)N=C2SCCC(=O)N2C1c1ccc(OCCC(C)C)c(OC)c1 (centres undefined),-3
CCn1c(N)c(C(=O)NC2CCCCC2)sc1=S,-2
Cc1nnc(NC(=O)c2ccco2)s1,-2&-28
NC(=O)C1CCN(C(=O)c2cccn3c(=O)c4cc(Cl)ccc4nc23)CC1,-1
CCCCc1ccc(C2C3=C(CC(C)(C)CC3=O)NC3=C2C(=O)c2ccccc23)cc1 (centres undefined),-74
Cc1c(N2C(=O)C(C)SC23C(=O)Nc2ccccc23)c(=O)n(-c2ccccc2)n1C (centres undefined),25
Cn1c(N)c(C#N)c(C#N)c1-c1ccccc1,5
CCOCCCn1c(=S)[nH]c2cc(C(=O)NCC3COc4ccccc4O3)ccc2c1=O (centres undefined),-1
CCOC(=O)c1cccc(NC(=O)C2c3ccccc3C(=O)N(C)C2c2cn(C)c3ccccc23)c1 (centres undefined),-1
CN1c2ccccc2N(C)C1c1ccc(F)cc1,-12
O=C(Cc1ccccc1)Nc1sc2c(c1C(=O)Nc1cccc3ccccc13)CCC2,-25
COc1ccccc1N1CCN(S(=O)(=O)c2cc(Br)cc3c2N(C(=O)C2CC2)CC3)CC1,-19
Cc1ccc(C(=O)COC(=O)C2CCC(N3C(=O)C4CCCCC4C3=O)CC2)cc1C (centres undefined),4
O=C(NCCc1ccc(Cl)cc1)C1CCCN(S(=O)(=O)N2CCCC2)C1 (centres undefined),-5
Cc1ccc(NC(=O)C(NC(=O)c2ccc(C34CC5CC(CC(C5)C3)C4)cc2)C(C)C)nc1 (centres undefined),-11
Cc1ccc(S(=O)(=O)NCc2ccc(C(=O)NC(C)C)cc2)cc1,3
Cc1nc2ccc(-c3nc4ccccc4o3)cc2[nH]1,-9
O=c1[nH]c2cc(Cl)cnc2[nH]1,-9
COC(=O)CSc1nnc(-c2cnccn2)n1C,-5
COc1ccc(CNC(=O)CN(CC2CCCO2)C(=O)CNS(=O)(=O)c2ccccc2)cc1 (centres undefined),-1
O=C(CN1C(=O)C2C3c4ccccc4C(c4ccccc43)C2C1=O)Nc1ccc(O)cc1 (centres undefined),-3
COCCCNc1ncnc2c1cnn2-c1cccc(C)c1,-12
COc1ccccc1C(=O)NCCn1cc(SCC(=O)Nc2nnc(C)s2)c2ccccc21,-6
CC(=O)Oc1ccc2c3c(c(=O)oc2c1C)CCCC3,12
COc1cc2c(cc1OC)C(C(=O)N1CCN(c3cccc(C)c3C)CC1)C1c3ccccc3CCN1C2=O (centres undefined),-3

# More compounds follow:
SMILES,14-3-3g Raf
CCCCC(=O)N1CC(=O)Nc2ccc(Cl)cc2C1c1ccc(F)cc1 (centres undefined),-6
CCN1C(=O)c2cccc3c(NC(=O)c4ccc(S(=O)(=O)N5CCCCC5C)cc4)ccc1c23 (centres undefined),0
COc1ccc(C2CC(=O)C3=C(C2)NC(C)=C(C(=O)Nc2ccc(C)cc2)C3c2ccc(C)s2)cc1OC (centres undefined),-31
COc1ccc(CCN2C(=O)C3C4C=CC(C4)C3C2=O)cc1OC (centres undefined),-1
CCCCN(C)Cc1c(O)ccc2c(=O)c(-c3ccc(OC)c(OC)c3)c(C(F)(F)F)oc12,-2
O=C(Nc1ccc(F)c(F)c1)c1ccc2c(c1)OCO2,-3
COc1cc(C2C(N3C(=O)c4ccccc4C3=O)C(=O)N2c2ccc(C)c(C)c2)cc(OC)c1OC (centres undefined),-5

# Entries listed so far containing a Cl atom, in the order listed:
SMILES,14-3-3g Raf
COc1cc2c(cc1OC)C(COc1ccc3c(C)cc(=O)oc3c1)N(C(=O)c1cc(Cl)ccc1OC)CC2 (centres undefined),-2
O=C(CCNS(=O)(=O)c1ccc(Cl)cc1)NCc1ccccc1Cl,-12
CC1=C(C(=O)Nc2ccc(Cl)cc2)C(c2ccc(C(C)C)cc2)NC(=O)N1 (centres undefined),-7
Cc1c(Cl)ccc2c1NC(=O)C21NC(CCC(N)=O)[C@H]2C(=O)N(c3ccc(Cl)cc3)C(=O)[C@H]21 (some centres undefined),-17
CNC(=O)C(=O)NCCc1ccc(Cl)cc1,-3
COc1ccc(N=Cc2cc(Cc3ccccc3Cl)ccc2O)cc1OC,-6
CCOC(=O)C1=C(C)NC(C)=C(C(=O)OCC)C1c1ccccc1Cl,0
Cc1ccc(C2CC(=O)C3=C(C2)Nc2ccccc2NC3c2ccccc2Cl)cc1 (centres undefined),-8
O=C(Nc1ccccc1F)c1ccc(Cl)cc1,-14
CSC1=NCCN1C(=O)c1c(F)cccc1Cl,-1
CCOc1cc2c(cc1OCC)C1C(C(=O)N3CCN(c4cc(Cl)ccc4C)CC3)c3ccccc3C(=O)N1CC2 (centres undefined),3
O=C(C1CC1c1ccccc1)N1CCN(c2cccc(Cl)c2)CC1 (centres undefined),7
COC(=O)C1C(=O)C2=C(CC1C)NC(C)=C(C(=O)OC(C)C)C2c1cccc(Cl)c1 (centres undefined),2
O=C(Nc1cccc(Cl)c1)N1CCN(Cc2ccccc2)CC1,2
O=C(c1ccc(Cl)cc1)N1N=C(c2cccc([N+](=O)[O-])c2)CC1(O)C(F)(F)F (centres undefined),1
NC(=O)C1CCN(C(=O)c2cccn3c(=O)c4cc(Cl)ccc4nc23)CC1,-1
O=C(NCCc1ccc(Cl)cc1)C1CCCN(S(=O)(=O)N2CCCC2)C1 (centres undefined),-5
O=c1[nH]c2cc(Cl)cnc2[nH]1,-9
CCCCC(=O)N1CC(=O)Nc2ccc(Cl)cc2C1c1ccc(F)cc1 (centres undefined),-6

# Some of the compounds tested; rates above refer to the full screens.
